Screens (PubChem)
Rin1-Abl PPI inh = inhibitors of Rin1-Abl protein binding, primary screen, biochemical, TR-FRET; inhibition, % at 7.35 µM; Tyrosine-protein kinase ABL1 (Homo sapiens) + Ras and Rab interactor 1 (Homo sapiens), …; 360,000 compounds, 0.4% hits; AID 588664, 2011; in the data active = inhibition above about 5%, passing the limit was not always enough
DNMT1 inh = human DNMT1 methyltransferase inhibitors, primary screen, biochemical, molecular beacon, fluorescence, HinP1I cleavage, uHTS. 360,000 compounds, 0.83% hits. inhibition (reported as % activation of signal), % at 10 µM. DNA (cytosine-5)-methyltransferase 1 (Homo sapiens), P26358. AID 588458, 2011; in the data active = inhibition above about 50%
LMPTP block = LMPTP phosphatase inhibitors, primary screen, biochemical, fluorescence intensity, uHTS. Low molecular weight phosphotyrosine protein phosphatase (Homo sapiens), P24666. recombinant LMPTP-A, OMFP fluorogenic substrate. inhibition, % at 20 µM. 360,000 compounds, 0.22% hits;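 active = compounds that cut the enzyme signal by at least half of the control window in the single-dose screen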;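 note: plate controls were DMSO wells with enzyme plus substrate for no effect and substrate without enzyme for full effect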
Target sequence (P24666 whole entry, looked up): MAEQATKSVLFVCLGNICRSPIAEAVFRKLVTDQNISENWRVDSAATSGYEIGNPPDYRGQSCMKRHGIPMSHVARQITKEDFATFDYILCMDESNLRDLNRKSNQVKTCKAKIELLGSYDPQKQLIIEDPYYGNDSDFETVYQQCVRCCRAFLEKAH
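Material: LMPTP-A; amount: 0.625 nM enzyme; doses: single 20 µM dose; times: reaction 50 min, room temperature, dark; technique: fluorescence intensity of OMFP turnover product; benchmarks: no-enzyme and uninhibited controls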
Scp-1 inhibitor = Scp-1 phosphatase inhibitors, primary screen, biochemical, colorimetric, uHTS; Carboxy-terminal domain RNA polymerase II polypeptide A small phosphatase 1 (Homo …; Recombinant Scp1, phosphopeptide, malachite green phosphate absorbance; inhibition, % at 20 µM; 340,000 compounds, 0.88% hits; AID 493091, 2011;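 active = inhibition above about 50% at 20 µM, limit read from the data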;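 note: plate controls were DMSO wells with enzyme for no effect and wells lacking enzyme for full effect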
Target sequence (Q9GZU7 76-261 limits assumed): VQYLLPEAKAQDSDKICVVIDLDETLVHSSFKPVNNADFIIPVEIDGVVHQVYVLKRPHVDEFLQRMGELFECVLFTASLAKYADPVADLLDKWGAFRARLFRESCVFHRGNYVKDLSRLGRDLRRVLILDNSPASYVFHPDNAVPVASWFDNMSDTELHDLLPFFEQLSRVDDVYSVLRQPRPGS
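Test system: SCP-1 catalytic domain; Buffer or medium: Acidic Tris acetate buffer with magnesium and detergent; Also added: Phosphorylated 17-residue peptide substrate; Compound: single 20 µM dose, 1% DMSO; Schedule: enzyme reaction 45 min at room temperature, colour 5 min, stabilisation 30 min; Signal: Phosphate-binding colour reagent, absorbance read at 630 nm.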
Neddyl block = inhibitors of cullin neddylation, primary screen, biochemical, TR-FRET, uHTS, NAE and Ubc12 | NEDD8-conjugating enzyme Ubc12 (Homo sapiens) + NEDD8-activating enzyme E1 regulatory … | calls only at 25 µM | 360,000 compounds, 0.58% hits; in the data active = inhibition above about 36%
NadD block = inhibitors of S. aureus NadD, primary screen, biochemical, colorimetric, uHTS | Nicotinate-nucleotide adenylyltransferase NadD (Staphylococcus aureus N315) | purified NadD enzyme, colorimetric absorbance read-out | inhibition, % at 20 µM | 360,000 compounds, 0.78% hits | AID 602399, 2012; in the data active = inhibition above about 26%; note: some compounds past the cut are filed as inactive
SUMO1-SIM PPI = modulators of SUMO1 protein-protein interactions, primary screen, biochemical, uHTS; AID 602429, 2012; Small ubiquitin-related modifier 1 (Homo sapiens), P63165; 360,000 compounds, 0.33% hits; SUMO1 binding to a labelled peptide, TR-FRET, 1 h; inhibition, % at 20 µM; in the data active = inhibition above about 37%
Target sequence (P63165 whole entry, looked up): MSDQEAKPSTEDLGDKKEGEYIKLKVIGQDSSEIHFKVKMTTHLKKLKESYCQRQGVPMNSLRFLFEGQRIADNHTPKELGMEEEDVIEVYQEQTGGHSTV
STEP block = STEP phosphatase inhibitors, primary screen, biochemical, fluorescence intensity, uHTS; recombinant STEP, OMFP fluorogenic substrate; inhibition, % at 20 µM; 360,000 compounds, 0.25% hits; AID 588621, 2011;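 active = inhibition at 20 µM, scaled per plate between control wells, above about 37%, limit read from the data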;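 note: 0% = DMSO with enzyme and substrate and 100% = substrate only without enzyme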
Target sequence (P54829 whole entry, looked up): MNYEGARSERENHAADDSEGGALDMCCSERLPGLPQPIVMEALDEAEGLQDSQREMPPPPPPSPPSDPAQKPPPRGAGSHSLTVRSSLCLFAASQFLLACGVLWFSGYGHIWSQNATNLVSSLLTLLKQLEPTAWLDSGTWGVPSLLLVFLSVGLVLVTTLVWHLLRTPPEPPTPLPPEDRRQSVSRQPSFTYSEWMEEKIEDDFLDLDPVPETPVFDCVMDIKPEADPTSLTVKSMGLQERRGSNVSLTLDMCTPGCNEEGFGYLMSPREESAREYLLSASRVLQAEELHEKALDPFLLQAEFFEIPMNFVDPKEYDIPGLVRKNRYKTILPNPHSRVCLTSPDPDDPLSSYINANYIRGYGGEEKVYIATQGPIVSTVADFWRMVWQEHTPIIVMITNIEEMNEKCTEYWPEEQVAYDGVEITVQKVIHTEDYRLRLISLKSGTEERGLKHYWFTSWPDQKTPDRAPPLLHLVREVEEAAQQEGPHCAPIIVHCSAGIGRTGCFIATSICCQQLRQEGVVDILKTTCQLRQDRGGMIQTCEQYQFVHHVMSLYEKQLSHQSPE
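Material: STEP (striatal-enriched tyrosine phosphatase) enzyme, cell-free; Compound dosing: 20 µM single dose in 1% DMSO; Technique: fluorescence read at 480 nm ex / 540 nm em; Times: reaction 20 min, ambient temperature; Medium: 50 mM Bis-Tris pH 6.0 with 2.5 mM DTT and 0.005% Tween 20; Also added: OMFP at 25 µM.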
CSN deneddyl inh = inhibitors of CSN-mediated cullin deneddylation, primary screen, biochemical, fluorescence polarization, uHTS. 360,000 compounds, 0.38% hits. AID 651999, 2013. COP9 signalosome complex subunit 5 (Homo sapiens), Q92905. inhibition, % at 12.5 µM. Purified CSN, SCF-Nedd8-OG deneddylation;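 active = pattern-corrected inhibition above about 35%, with an unprinted fluorescence ratio check between 0.5 and 1.5, limit read from the data, passing the limit was not always enough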;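 note: 0% = enzyme with substrate and 100% = substrate without enzyme; some results filed as inactive read as strong as hits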
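Test system: Human Csn5 produced in HEK293T cells | Compound: 12.5 µM single point | Times: 90 min, room temperature | Signal: Fluorescence polarization readout | Read-out basis: % inhibition of substrate cleavage by Csn5 | Controls: no-enzyme wells high, enzyme-with-substrate wells low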
Rpn11 inh = Rpn11 (PSMD14) deubiquitinase inhibitors, primary screen, biochemical, fluorescence polarization, uHTS; 360,000 compounds, 0.59% hits; calls only at 20 µM; 26S proteasome non-ATPase regulatory subunit 14 (Homo sapiens), O00487; human 26S proteasome, Ub4-pepOG fluorescence polarization; 20S core pre-blocked with epoxomicin;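 active = inhibition at 20 µM, scaled to each plate's controls, above about 33%, limit read from the data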
Starred values were filed as active, the others as inactive; i = inactive; . = not tested or not shown; + = active, no number.

mol	LMPTP block	Neddyl block	DNMT1 inh	Rin1-Abl PPI inh	SUMO1-SIM PPI	NadD block	Rpn11 inh	CSN deneddyl inh	STEP block	Scp-1 inhibitor
CCOc1ccc(NC(=O)CN(C)C(=O)CCNC(=O)c2ccc(Br)cc2)cc1OCC	0.3	i	2.1	5.4	5.1	-3.7	i	-1.8	1.3	-6.8
CCCNC(=O)C1CC(=O)N(c2ccc(OCC(=O)Nc3cc(C)cc(C)c3)cc2)C1 (stereo not drawn)	-0.5	i	-0.5	-1.5	10.9	-0.2	i	0.1	1.7	-0.4
CCN1CCN(C(=O)C2CCN(C(=O)c3cc4sccc4n3CC)CC2)CC1	-2.6	i	-1.6	-5.7	-5.0	-2.1	i	-5.4	-1.0	-8.4
Cc1ccc2nc3c(c(C(=O)O)c2c1)CCC3	0.4	i	39.1	2.5	5.9	9.5	i	11.6	13.2	40.5
COc1cc2c(cc1OC)CN(CC(=O)Nc1ccc3c(c1)OC(F)(F)O3)CC2	2.0	i	-22.0	-1.4	0.4	9.3	i	3.3	2.8	-21.4
C=CC[C@H](CC(=O)NCCO)C(=O)N[C@@H](COC(=O)[C@@H](CC=C)CC(=O)OC(C)(C)C)Cc1c[nH]c2ccccc12	-0.8	i	3.0	4.6	4.4	-8.4	i	-3.1	1.4	-11.3
Cc1csc(NC(=O)CSc2ncn(-c3ccccc3)n2)n1	0.6	i	3.9	-1.3	0.5	-1.2	i	2.7	1.2	8.1
Clc1ccc(-n2nnnc2-c2cnc(-c3ccncc3)nc2-c2cccs2)cc1	2.1	i	-1.3	-1.0	-0.1	7.5	i	1.9	1.0	1.4
O=C(Cc1ccc(F)cc1)N1CCC(N2CCC(C(=O)N3CCOCC3)CC2)CC1	-0.3	i	-2.5	1.4	1.7	-9.0	i	5.3	-3.4	1.1
CCOc1ccc(C(=O)Nc2cc3c(cc2N2CCCC2)n(CC)c(=O)n3CC)cc1OCC	0.7	.	-3.2	-1.1	4.3	6.9	i	3.2	1.2	5.5

As entered above:
Reading for `COc1cc2c(cc1OC)CN(CC(=O)Nc1ccc3c(c1)OC(F)(F)O3)CC2` under CSN deneddyl inh: 3.3
Reading for `Cc1ccc2nc3c(c(C(=O)O)c2c1)CCC3` under SUMO1-SIM PPI: 5.9
Reading for `Cc1csc(NC(=O)CSc2ncn(-c3ccccc3)n2)n1` under CSN deneddyl inh: 2.7

(next part)
mol	LMPTP block	Neddyl block	DNMT1 inh	Rin1-Abl PPI inh	SUMO1-SIM PPI	NadD block	Rpn11 inh	CSN deneddyl inh	STEP block	Scp-1 inhibitor
CC(C)NS(=O)(=O)c1ccc(CCC(=O)Nc2ccc3c(c2)OCCO3)cc1	-0.1	i	3.6	0.1	3.0	-4.1	i	-3.4	-2.1	-4.6
O=C1C(Cc2ccccc2)Nc2ncnc(N3CCN(c4ccccc4)CC3)c2N1Cc1ccc(Cl)cc1 (stereo not drawn)	1.6	i	-5.6	-2.0	1.6	41.3*	i	4.5	0.1	10.3
Cc1ccc(C(=O)N2CCN(c3ccc4c(c3)C3CC4CCN3C(=O)OCc3ccccc3)CC2)cc1 (stereo not drawn)	9.6	i	-3.4	0.7	5.6	7.1	i	-3.6	2.7	.
Cc1c(NC(=O)NC(=O)c2ccc(F)cc2)c(=O)n(-c2ccccc2)n1C	-1.1	i	2.9	1.8	-1.1	6.7	i	-3.2	1.0	-0.1
CCCCNCc1nc2ccccc2c(=O)[nH]1	-0.9	i	-1.9	3.2	-0.9	3.1	i	1.1	-3.3	5.2
COC(=O)c1ccccc1NC(=O)Oc1ccc(F)cc1	0.3	i	1.7	-0.7	-3.3	-7.9	i	1.9	-3.1	5.7
CCOC(=O)c1c(NC(=O)CN2CCOCC2)sc2c1CCCC2=O	-1.6	i	-1.3	-1.0	-5.7	-1.5	i	4.3	-1.4	-6.0
CCOC(=O)Cc1csc(NC(=O)CSc2nnc(C)n2C)n1	-0.7	i	3.5	-3.0	-3.4	1.7	i	7.1	1.4	3.0
Nc1ncnc2c1ncn2[C@@H]1O[C@H](CNC(=O)[C@H](N)Cc2cscn2)[C@@H](O)[C@H]1O	-0.6	i	3.5	-4.5	0.0	-2.0	i	-3.9	0.8	8.2
O=S1(=O)N=C(N=Nc2c(O)[nH]c3ccccc23)c2ccccc21	0.9	i	-0.1	-3.7	10.8	7.4	i	3.7	1.1	-2.8
c1coc(-c2ncc[nH]2)c1	2.3	i	0.2	2.0	2.6	0.1	i	-10.1	-1.3	-7.0
CCN=C1S/C(=C\c2ccc(Sc3ccc(Cl)cc3)o2)C(=O)N1CC	0.5	+	2.8	0.5	0.1	19.8	i	-0.7	3.6	4.6
CC1CCN(CCCOc2ccc(Cl)cc2Br)CC1	-0.5	i	1.9	-0.2	-0.3	-5.6	i	-1.3	-4.1	-9.6
O=C(COc1ccc(Cl)cc1Cl)NNC(=S)NCc1ccco1	-1.2	i	4.2	-1.9	8.1	2.3	i	-5.8	-1.4	-8.7
N#CC1=C(N)OC2=C(C(=O)CCC2)C1c1ccsc1 (stereo not drawn)	-1.1	i	5.8	-0.2	-2.9	11.4	i	2.6	-0.5	2.6
COc1ccc2[nH]c3c(=O)n(CCc4ccccc4)cnc3c2c1	-0.7	i	0.0	-1.9	-0.8	-4.0	i	3.0	5.6	-10.6
O=C(CN1CCCC1)Nc1ccc(NC(=O)Nc2ccccc2Cl)cc1	0.5	i	-1.3	1.2	-2.8	-8.9	i	-4.2	1.6	-0.1
COc1ccc(C(=O)N/N=C(/C)c2ccc(N3CCCCC3)cc2)cc1	-0.3	i	-0.9	-7.2	-1.7	4.0	i	1.1	5.0	17.6
COC(=O)CC1C(=O)NCCN1C(=O)c1ccc(Cl)cc1 (stereo not drawn)	-1.4	i	4.4	2.5	0.2	0.8	i	-2.5	-3.8	1.4
CCN(CC)CCCN1C(=O)C(=O)/C(=C(/O)c2c(C)nc3ccccn23)C1c1ccc(C)o1 (stereo not drawn)	-2.1	i	1.2	-1.6	-1.9	-6.7	i	-2.6	-2.3	-2.7
CC(C)(C)C(=O)Nc1cccc(-c2cc(-c3c(Cl)cccc3Cl)no2)c1	1.5	i	1.4	-1.0	-1.0	-2.6	i	-1.8	1.2	-6.6
Fc1ccc2nc(N3CCOCC3)sc2c1	0.5	i	-0.4	0.3	1.9	-0.7	i	-4.1	0.3	-7.4
COc1ccccc1OCC(=O)NCC1CCCN(C(=O)c2ccccc2SC)C1 (stereo not drawn)	-0.2	i	3.3	1.4	3.9	-4.3	i	-0.3	-2.1	-11.0
COc1ccc(-c2ccc3c(c2)c(Sc2ccccc2)c(-c2ccccc2)n3C)cc1	0.1	i	.	.	-15.1	2.1	.	1.2	.	.
Cc1ccc(S(=O)(=O)N2CCCCC2)cc1NC(=O)Cn1c(=O)cnc2ccccc21	-1.7	i	-0.6	-1.5	-10.6	-4.9	i	4.1	-1.7	-3.1
Cc1ccccc1NC(=O)CSc1nnc(Cc2ccccc2)c(=O)n1N	-1.4	i	0.2	0.3	2.0	1.4	i	-2.0	2.3	3.9
COc1cccc(C(=O)Nc2ccccc2-c2ccccc2)c1	-0.2	i	3.9	-1.1	1.3	-7.1	i	-0.1	-0.8	-1.7
c1cnc(N2CCN(c3cnccn3)CC2)nc1	-1.4	i	0.6	-5.6	0.3	1.2	i	-4.7	5.6	-5.2
COc1ccc(N2CCCC2)c(NC(=O)c2ccc(Br)o2)c1	-0.3	.	-2.6	-0.9	0.2	-11.0	i	2.0	-0.8	-5.9
O=C(Nc1ccc(Cl)cc1)NC1CCCc2ccccc21 (stereo not drawn)	0.5	i	14.2	2.7	-0.2	3.0	i	2.9	-4.1	-3.2
Clc1cccc(Cl)c1-c1noc(-c2ccno2)n1	4.7	i	-1.9	-2.3	3.0	-4.1	i	-0.6	0.1	-13.6
c1coc(CNc2c3c(nc4ccccc24)CCC3)c1	29.2	i	27.9	-3.5	1.7	-3.7	i	8.2	-2.8	5.3
C=CCOc1ccc(/C=C/C(=O)OCC(=O)NCC2CCCCC2)cc1	-1.4	i	1.8	-1.4	-7.4	-2.1	i	-4.8	-1.2	-6.1
CCC1(CC)Cc2ccccc2-c2nc(NCCO)[nH]c(=O)c21	-0.3	.	-2.1	-1.6	-1.1	-5.9	i	1.7	-1.9	-8.7
COC(=O)C1=C(C)NC(=O)CC1c1ccc(F)c(Br)c1 (stereo not drawn)	-1.0	i	2.0	3.0	-2.2	-5.7	i	3.8	-2.1	-2.8
O=C1CCC2(CC1)NC(=O)N(c1ccccc1)N2	0.8	i	4.1	2.4	-2.5	1.0	i	-4.3	0.6	2.7
CN(C)C(=O)c1ccc(SC(=S)NCc2ccccc2)cc1	0.8	i	-1.5	1.2	2.5	-2.2	i	-3.4	0.4	.
CCN(CC(=O)Nc1c(F)cccc1F)C(=O)c1cc2c(cc1Cl)N1CCCCCC1=NS2(=O)=O	-0.2	i	0.3	0.4	10.7	0.2	i	-1.6	-0.5	-3.8
Cc1ccc(C)c(Cn2nnc3c(=O)[nH]c(C4CCCN(C(=O)C5CCCCC5)C4)nc32)c1 (stereo not drawn)	-0.3	i	-19.4	-1.4	-0.8	13.8	i	2.5	1.4	-1.1
CCCN(CC(=O)Nc1ccccc1C)C(=O)c1ccc(=O)n(Cc2ccccc2)n1	-0.6	i	1.0	-2.2	-2.3	2.0	i	-3.8	-2.4	-1.1

Single records (already shown). Values in the order: LMPTP block	Neddyl block	DNMT1 inh	Rin1-Abl PPI inh	SUMO1-SIM PPI	NadD block	Rpn11 inh	CSN deneddyl inh	STEP block	Scp-1 inhibitor
Listed for CCN(CC(=O)Nc1c(F)cccc1F)C(=O)c1cc2c(cc1Cl)N1CCCCCC1=NS2(=O)=O = -0.2	i	0.3	0.4	10.7	0.2	i	-1.6	-0.5	-3.8
Listed for C=CC[C@H](CC(=O)NCCO)C(=O)N[C@@H](COC(=O)[C@@H](CC=C)CC(=O)OC(C)(C)C)Cc1c[nH]c2ccccc12 = -0.8	i	3.0	4.6	4.4	-8.4	i	-3.1	1.4	-11.3

Rows were taken by chance (roughly 3.8% active in at least one column).
